# Rab7 wt modul: modulators of GTP binding to Rab7, primary screen, biochemical, wildtype, multiplex bead flow cytometry | Rab7 GTPase wild type (dog), Bodipy-FL-GTP binding | GTP binding activity (percent of control), % at 10 µM | GST-Rab7 beads, fluorescent GTP binding; actives lie on both sides; untreated = 100%, excess cold GTP = 0% | AID 758, 2007 | 190,000 compounds, 0.055% hits;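 active = fluorescent GTP binding to Rab7 beads changed by at least 20 points from the 100% baseline, either direction, mostly lower; inconclusive = compound itself probably fluorescent, or too few beads counted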;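 also: median green fluorescence of bound Bodipy-FL-GTP per Rab7 bead population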
# Mcl1-Noxa inh: Mcl-1/Noxa binding inhibitors, primary screen, biochemical, TR-FRET, 1536-well. Induced myeloid leukemia cell differentiation protein Mcl-1 (Homo sapiens), Q07820. TR-FRET Mcl-1/Noxa peptide binding, 2 h. inhibition, % at 21.7 µM. 220,000 compounds, 1.5% hits. AID 1022, 2008;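 active = compounds that cut the protein-peptide binding signal by more than 50% relative to plate controls in a single-dose test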;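 also: His-tagged Mcl-1 with rhodamine Noxa BH3 peptide and terbium anti-His antibody; 0% = Mcl-1 plus Noxa peptide wells and 100% = peptide-only wells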
# Target sequence (Q07820 whole entry, looked up): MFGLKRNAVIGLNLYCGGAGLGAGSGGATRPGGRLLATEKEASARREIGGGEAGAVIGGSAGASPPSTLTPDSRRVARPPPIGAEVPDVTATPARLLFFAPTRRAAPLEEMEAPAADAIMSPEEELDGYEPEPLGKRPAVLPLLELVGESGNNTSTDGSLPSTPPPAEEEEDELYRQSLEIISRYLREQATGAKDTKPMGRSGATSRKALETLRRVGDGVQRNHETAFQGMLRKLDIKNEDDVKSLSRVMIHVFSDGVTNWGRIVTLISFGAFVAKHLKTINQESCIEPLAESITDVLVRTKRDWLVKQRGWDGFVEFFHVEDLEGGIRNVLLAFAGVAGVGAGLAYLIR
# HRas wt GTP: modulators of GTP binding to HRas wildtype, primary screen, biochemical, bead-based flow cytometry, multiplex. GTPase HRas (Homo sapiens), P01112. GST-Ras wt beads, Bodipy-FL-GTP binding; actives lie on both sides. GTP binding activity, % at 10 µM. 190,000 compounds, 0.14% hits. AID 759, 2007;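 active = GTP binding activity at least 20% away from the 100% baseline, either lowered as inhibitor or raised as activator; inconclusive = flagged as likely green fluorescent, judged across all proteins in the well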;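 also: 0% = unlabeled GTP competition control and 100% = no-compound control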
# Target sequence (P01112 whole entry, looked up): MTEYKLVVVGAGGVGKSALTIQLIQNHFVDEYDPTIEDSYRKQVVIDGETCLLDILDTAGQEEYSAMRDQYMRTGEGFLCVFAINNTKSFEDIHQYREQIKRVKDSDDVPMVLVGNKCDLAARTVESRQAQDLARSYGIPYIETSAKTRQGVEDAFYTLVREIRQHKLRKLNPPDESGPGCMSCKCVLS
# Cdc42 wt: modulators of GTP binding to wildtype Cdc42, primary screen, biochemical, multiplex bead flow cytometry, Bodipy-GTP; Cell division control protein 42 homolog (Homo sapiens), P60953; GST-Cdc42 beads; actives lie on both sides; percent activity (GTP binding), % at 10 µM; 190,000 compounds, 0.2% hits;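 active = percent activity GTP binding at least 20 points away from the 100% baseline, either down as inhibitor or up as activator; inconclusive = compound flagged as likely green fluorescent from well-wide comparison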;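 also: median bead fluorescence of bound Bodipy-FL-GTP at 100 nM; 0% = excess unlabeled GTP control and 100% = no compound control; below 100% means less GTP binding so inhibitor and above means activator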
# Target sequence (P60953 whole entry, looked up): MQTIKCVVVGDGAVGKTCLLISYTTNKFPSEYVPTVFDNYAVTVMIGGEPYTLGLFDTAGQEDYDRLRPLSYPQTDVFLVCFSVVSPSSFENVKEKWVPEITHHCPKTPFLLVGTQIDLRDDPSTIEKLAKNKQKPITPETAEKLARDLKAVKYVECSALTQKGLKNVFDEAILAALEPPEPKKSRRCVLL
# Rab2 wt GTP: modulators of GTP binding to Rab2A wildtype, primary screen, biochemical, dog, bead-based flow cytometry, multiplex | GST-Rab2 wt beads, Bodipy-GTP binding | GTP binding activity, % at 10 µM | 190,000 compounds, 0.19% hits | Ras-related protein Rab-2A (Canis lupus familiaris), P61105;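 active = GTP binding activity at least 20 points away from 100%, either lowered or raised; inconclusive = signal likely due to the compound's own green fluorescence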;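 also: 0% = beads with excess unlabeled GTP and 100% = no-compound control corrected for plate trend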
# Pf gametocyte: late stage P. falciparum gametocyte viability inhibitors, primary screen, ATP luminescence, HTS. P. falciparum stage V gametocytes, 24 h. inhibition, % at 10.9 µM. 150,000 compounds, 0.065% hits. AID 743093, 2013;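 active = inhibition above the mean plus 3 SD of compounds within the control limits, set per campaign, cut at about 38% in these data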;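 also: 0% = DMSO wells and 100% = medium only without gametocytes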
# Rac1 wt modul: wildtype Rac1 GTP binding modulators, primary screen, biochemical, GST-Rac1 beads, flow cytometry, multiplex; Ras-related C3 botulinum toxin substrate 1 (Homo sapiens), P63000; 190,000 compounds, 0.27% hits; GTP binding activity (% of control), % at 10 µM; AID 757, 2007; fluorescent GTP binding; actives lie on both sides; 0 = cold GTP competed, 100 = untreated;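 active = GTP binding activity at least 20 points away from the 100% control level, either lower or higher; inconclusive = compound flagged as likely green fluorescent, judged across all proteins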
# Mcl-1 Bim block: inhibitors of Bim peptide binding to Mcl-1, primary screen, biochemical, bead-based flow cytometry, multiplex; Induced myeloid leukemia cell differentiation protein Mcl-1 (Homo sapiens), Q07820; Bim peptide-Mcl-1 binding; inhibition, % at 10 µM; 190,000 compounds, 0.1% hits; AID 1009, 2008; in the data active = inhibition above about 40%;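 also: 0% = no compound tracer wells and 100% = peptide blocker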
# Rac1 act GTP bind: GTP binding modulators of activated mutant Rac1, primary screen, biochemical, bead-based flow cytometry, multiplex, fluorescent GTP. 190,000 compounds, 0.11% hits. percent activity (GTP binding), % at 10 µM. Ras-related C3 botulinum toxin substrate 1 (Homo sapiens), P63000. GST-Rac1 activated beads; actives lie on both sides; 100% means binding = to untreated wells. AID 764, 2007;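 active = GTP binding at least 20 percentage points away from the 100% baseline, in either direction, so actives lie on both sides; inconclusive = Compound likely fluorescent itself, or too few beads counted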
# Avidin fluor: green autofluorescence of compounds with avidin beads – biophysical, 488/530 nm, flow cytometry, artefact control, profiling panel; 220,000 compounds, 0.38% hits; AID 1775, 2009; fluorescence (KMESF) at 10 µM; compound fluorescence 488/530 nm; active compounds read high; in the data active = fluorescence above about 47; also: inactives centre near 10
# Mcl1 Bid PPI: Mcl-1/Bid binding inhibitors, primary screen, biochemical, TR-FRET, 1536-well; Induced myeloid leukemia cell differentiation protein Mcl-1 (Homo sapiens), Q07820; TR-FRET Mcl-1/Bid-Dy647 peptide binding; inhibition, % at 21.7 µM; 220,000 compounds, 0.97% hits; AID 1021, 2008;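 active = compounds that cut the binding signal by more than half at the single screening dose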;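 also: His-tagged Mcl-1 with europium anti-His antibody binding Bid BH3 peptide; 0% = Mcl-1 plus peptide wells and 100% = peptide-only wells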
# * = called active by the depositor; ? = inconclusive; · = not tested or not shown.
entry	structure	Rab7 wt modul	Mcl1-Noxa inh	HRas wt GTP	Cdc42 wt	Rab2 wt GTP	Pf gametocyte	Rac1 wt modul	Mcl-1 Bim block	Rac1 act GTP bind	Avidin fluor	Mcl1 Bid PPI
1	O=C(c1ccc(COc2ccccc2Cl)o1)N1CCCC1	100	-10	100	98	99	-10	100	0	98	5	-10
2	CC(C)Nc1oc(Cc2cccc3ccccc23)nc1C#N	93	0	100	101	95	·	101	4	97	7	-35
3	COCCCN1C(=O)c2ccc(C(=O)O)cc2C1=O	106	7	103	102	106	8	105	-4	99	13	-4
4	CCc1ccc(C(=O)COC(=O)c2cccnc2Cl)cc1	95	-9	94	97	91	-6	97	-4	92	15	-5
5	CC(C)(C)n1nnnc1C(c1cccnc1)N1CCN(c2ccccn2)CC1 (centres undefined)	99	-5	98	94	98	1	95	2	96	6	-11
6	COc1ccc(CCNC(=O)CSc2nnc(NC(C)=O)s2)cc1OC	102	11	102	105	100	-24	105	0	102	6	7
7	CCC(OC(=O)CCc1nc2ccccc2[nH]c1=O)C(=O)c1ccccc1 (centres undefined)	97	-9	94	95	95	·	95	-32	94	13	0
8	Cc1ccc(CN2C(=O)S/C(=C\c3ccccc3OCC(=O)O)C2=O)cc1	96	4	93	91	92	-32	96	-2	93	12	-4
9	Cc1ccccc1NC(=O)COC(=O)c1cc(=O)c2ccccc2o1	93	-17	95	96	96	·	101	-2	99	9	-8
10	CN(C(=O)C1CCCO1)c1nnc(-c2ccccn2)s1 (centres undefined)	100	-4	101	102	99	-9	101	-3	99	35	1
11	COc1ccc(C2C(C#N)=C(N)SC(N)=C2C#N)cc1OC	101	17	100	102	98	-2	105	0	96	12	-69
12	Cc1nc(SCC(=O)OCc2ccccc2)c(C#N)c(-c2ccccc2)c1C(=O)Nc1ccccc1	95	-20	97	97	94	4	94	0	95	14	-9
13	CCN1C(=O)C2(/C(=C(\O)c3ccc4c(c3)OCCO4)C(=O)C(=O)N2CCCOC)c2ccccc21 (centres undefined)	103	0	102	103	100	·	108	-2	99	23	-2
14	Cc1cc(C(C)(C)C)c(O)c(C)c1CC1=NCCN1	98	-13	99	102	99	·	101	0	98	4	-11
15	O=C(COC(=O)c1ncc(Cl)c(Cl)c1Cl)c1ccc(Cl)s1	96	-5	99	97	98	10	104	-4	98	14	-11
16	CCCCc1c(O)nc(SCC(=O)N2CCOCC2)n(-c2ccccc2C)c1=O	95	5	98	99	95	·	96	3	96	17	-113
17	CCOC(=O)C1=C(O)/C(=C/c2cccc(OC)c2O)N=C1C	108	37	96	96	97	3	97	-1	97	6	-45
18	CCOC(=O)c1cc2c(=O)n3ccccc3nc2n(CCCOC)c1=NC(=O)C(C)(C)C	97	14	101	100	100	·	97	-7	98	11	19
19	COc1ccc(-c2nc3ccccc3c(=O)n2NC(=O)Cc2ccccc2)cc1	97	10	98	99	95	-23	102	10	100	13	30
20	CCCn1c(=N)n(CC(=O)c2cccs2)c2ccccc21	101	14	105	105	101	-20	107	0	101	5	4
21	COc1ccc(NC(=O)NNc2cc(N3CCOCC3)nc(N3CCOCC3)n2)cc1	103	0	101	98	103	-9	101	0	98	9	-47
22	COc1ccc(CN2CC(C(=O)NCCCN3CCN(C)CC3)CC2=O)cc1 (centres undefined)	96	-1	97	93	95	·	97	2	95	10	-15
23	Cc1c(C(=O)N2CCC(C(N)=O)CC2)sc(N)c1C#N	101	8	100	103	99	1	100	-2	96	10	-10
24	CC1N(O)C(C)(C)C(c2ccccc2)=[N+]1[O-] (centres undefined)	98	17	100	102	97	·	105	-3	101	3	0
25	O=[N+]([O-])c1cccc(CN(CCO)Cc2ccccc2)c1	93	22	98	100	94	·	95	-7	92	14	-7
26	Cc1c(C)c2ccc(OS(C)(=O)=O)cc2oc1=O	102	47	101	102	103	12	108	0	105	12	3
27	CC(NC(=O)Cc1ccccc1)c1cc2c(cc1Br)OCCCO2 (centres undefined)	100	-1	101	101	99	11	100	-4	103	6	-21
28	CC(=O)N(c1nc(CCl)cs1)c1ccc(C)cc1C	94	2	94	97	96	3	98	-3	96	13	-10
29	O=C1CCCN1CN(C(=O)c1ccc2c(c1)OCO2)c1cccc(Cl)c1	98	·	100	102	99	10	100	-1	98	9	·
30	Cc1ccccc1NC(=O)CSC1=NCCN1	98	10	98	100	97	-12	103	-4	100	21	-7
31	CCCCN1C2=NCCCN2c2ccccc21	102	11	100	99	99	·	99	0	97	16	-18
32	Cc1ccc(C(=O)CSc2nnnn2C(C)C)c(C)c1	104	22	104	108	102	-5	111	-2	102	1	-7
33	Cc1nc2ccc(NC(=O)COc3ccccc3F)cc2s1	102	0	97	97	97	·	99	0	95	10	-13
34	O=C(CSc1ncccc1C(=O)O)c1ccccc1F	104	14	97	98	98	·	95	0	93	8	-38
35	COc1ccc(O[C@H]2C=C[C@@H](c3ccccc3)O[C@@H]2CO/N=C(\C)CCN2CCc3nc(-c4ccccc4)c(-c4ccccc4)cc3C2)cc1	103	-3	100	103	99	·	105	-2	98	11	-9
36	COc1ccccc1Nc1nc(-c2sc(NC(=O)c3ccc([N+](=O)[O-])cc3)nc2C)cs1	96	86*	98	100	96	·	99	3	96	16	25
37	Cc1ccsc1CN(C)Cc1nc(C2CC2)no1	104	6	99	98	100	11	102	0	96	11	-14
38	CC1CN(CCOc2ccc(Cl)cc2Cl)CC(C)O1 (centres undefined)	100	24	101	101	100	-11	104	-5	99	16	26
39	Cc1cc(C(=O)N/N=C/c2ccco2)n[nH]1	?	-8	?	?	?	2	?	0	?	6	-25
40	Cc1cc(C)c2oc(-c3ccc(C)c(NC(=S)NC(=O)c4cccs4)c3)nc2c1	99	12	99	101	99	·	100	1	98	8	18
41	COc1ccc(-c2nnc(N(C)C(=O)c3cccnc3)s2)cc1	100	-4	102	105	101	·	106	0	102	8	0
42	COC(=O)C(C)Sc1nc2c(c(=O)n(C)c(=O)n2C)n1CCC(C)C (centres undefined)	98	9	100	102	99	20	105	-3	96	6	6
43	CC(C)Cn1c(SCC(=O)N2CCN(C(=O)c3ccco3)CC2)nc2ccccc2c1=O	?	3	?	?	?	·	?	-4	?	27	-12
44	C=C1c2ccccc2NC(=O)N1c1ccc(OC)cc1	99	-17	94	96	96	-14	99	6	97	11	-61
45	Cn1c2ccccc2c2ncn(CCC3=CCCCC3)c(=O)c21	103	18	104	103	101	-21	103	6	100	6	-1
46	CCOc1ccc(NC(=O)CSc2nnc(C3CC3)n2N)cc1	99	-4	101	103	100	·	105	2	100	6	-30
47	COc1ccc(C2CC(=O)c3c(ccc4ccccc34)N2)cc1OC (centres undefined)	99	9	104	108	101	-45	105	-3	98	27	13
48	CC(C)CC(OC(=O)c1cccs1)C(=O)NCc1ccco1 (centres undefined)	104	9	103	104	101	-14	110	0	99	11	-39
49	NNC(=O)C=C1CCN(c2ncc(C(F)(F)F)cc2Cl)CC1	102	12	100	101	100	-12	105	-1	99	6	-20
50	Nn1c(-c2cccc(Br)c2)n[nH]c1=S	97	9	100	99	98	·	97	-10	99	13	4
51	CCn1c(=O)cc(SCC(=O)NCCCN2CCC(C)CC2)c2ccccc21	93	13	96	97	98	9	94	0	95	27	-11
52	CCN(C(=O)COc1ccccc1)c1nnc(-c2cccnc2)s1	98	-15	100	100	99	·	102	0	97	6	7
53	Cc1cc(C)cc(OCC(=O)Nc2ccc(F)cc2)c1	100	-3	96	97	94	·	95	-2	95	8	-3
54	CCCCOC(=O)c1ccc(NC(=S)NC(=O)c2c(Cl)cnn2CC)cc1	98	-8	99	97	96	·	94	-1	96	10	-63
55	CCOC(=O)c1nnn(-c2nc(OC)nc(N(C)C)n2)c1-c1ccccc1	99	-5	98	98	97	·	101	-5	97	29	12
56	CCNC(=O)NC(=O)C(C)OC(=O)C1CCN(S(=O)(=O)c2ccccc2F)CC1 (centres undefined)	102	5	102	96	103	-21	107	-1	103	2	-22
57	O=C(NCc1ccncc1)c1cn(-c2ccccc2)nc1-c1cccnc1	106	13	101	93	100	23	99	0	95	45	-12
58	COc1ccc(-c2cn3ccc4ccccc4c3n2)cc1	99	12	99	98	99	9	102	2	97	5	-10
59	COc1ccccc1N1CCN(C(=O)c2ccc3c(=O)n(Cc4ccco4)c(=S)[nH]c3c2)CC1	93	18	102	100	101	9	100	-5	98	15	-50
60	CCOc1ccc(-c2nc(CSCC(=O)N3CCN(c4cccc(OC)c4)CC3)c(C)o2)cc1	100	-9	101	106	100	·	102	13	97	17	-10

# (cont.)
entry	structure	Rab7 wt modul	Mcl1-Noxa inh	HRas wt GTP	Cdc42 wt	Rab2 wt GTP	Pf gametocyte	Rac1 wt modul	Mcl-1 Bim block	Rac1 act GTP bind	Avidin fluor	Mcl1 Bid PPI
61	C=CCNC(=O)c1ccc2nccnc2c1	97	13	98	99	98	·	105	23	99	4	21
62	Cc1cc(C#N)c(C)n1-c1cc(C(F)(F)F)ccc1N1CCOCC1	?	25	?	?	?	10	?	-2	?	12	-30
63	CCC(C)C(NC(N)=O)C(=O)Nc1ccc(C)c(Cl)c1 (centres undefined)	97	30	98	103	98	-3	104	0	101	14	-23
64	S=c1[nH]nc(-c2ccc3ccccc3n2)o1	97	26	97	96	95	·	94	1	95	10	-28
65	CCC(C)(C)NC(=O)C(c1ccncc1)N(C(=O)c1sc(C)nc1C)c1ccc(C)cc1 (centres undefined)	103	-8	90	89	92	-14	90	-1	87	5	-36
66	CC(C)n1c(Nn2cnnc2)nc2ccccc21	105	103*	104	104	101	·	109	2	98	10	-46
67	C=CCc1c(C)[nH]c(=S)c(C#N)c1C	98	18	96	99	98	-15	97	-5	97	8	-44
68	COC(=O)c1cccc(NC(=S)N2CCOCC2)c1	97	2	100	95	98	16	97	-3	95	5	-71

# High-throughput results: PubChem BioAssay, several laboratories
